Bioassay records as filed in PubChem.
LMNA splice mod – LMNA splicing modulation; HeLa LMNA splicing GFP/RFP minigene ratio, 48 h; Potency, µM (doses to about 46.1 µM), inactives show at the top dose ratio change, negative = inhibition, usual class: inhibitors; actives 0.01% (n = 200,000); AID 1487; active means well fitted inhibition curve with a large enough effect in the signal ratio, with a control signal flat, not every such curve was filed as active; inconclusive means small, poorly fitted or top-dose-only effect, or effect the other way, or a change in a side signal; the % refers to the signal ratio; further: potency means the concentration at half of the fitted maximal effect; on the % scale 0 is the no-effect control and ±100 the full control effect
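S3 HeLa stable clones carrying a lamin A-EGFP splicing minigene plus DsRed2 were seeded at 600 cells/well in Opti-MEM with 2% FBS, pin-dosed and incubated 48 h at 37°C. Acumen cytometry (488 nm) gave the GFP/RFP total-intensity ratio.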
SMN2 splice up – enhancers of SMN2 splice variant expression; HEK293 SMN2-luciferase splicing reporter, luminescence, 30-36 h; Potency, µM (top dose mostly 46.1 µM), for inactives: at the highest dose activity change, positive = activation, usual class: activators; actives 2.8% (n = 210,000); AID 1458; further: potency means the concentration at half of the fitted maximal effect; % of control where 0% means no effect; nearly all actives have a fitted effect of over 55% in size
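HEK293 cells carry an SMN2 minigene-luciferase reporter in which exon 7 inclusion puts luciferase in frame. Cells were seeded at 2000 cells/well, attached for 10-12 hours, then exposed to compounds for 30-36 hours at 37C before ONE-Glo luminescence.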
HttQ103 aggreg – inhibitors of mutant huntingtin aggregate formation in PC12 cells; PC12 HttQ103-GFP aggregates, Acumen cytometry, 40 h; Potency, µM (titrated, usually from 46.1 µM), without a hit: at the top dose activity change, negative = inhibition, usual class: inhibitors; actives 1.1% (n = 220,000); AID 1688; further: potency means the concentration at half of the fitted maximal effect; on the % scale 0 is the no-effect control and ±100 the full control effect; nearly all actives have a fitted effect of over 60% in size
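Quantitative HTS on tebufenozide-induced (100 nM) PC12 cells stably expressing polyQ103 Huntingtin exon 1–GFP. Reduction of bright GFP aggregates, detected by laser scanning cytometry after lysis, identified actives across the titration.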
CBFb-RUNX1 inh – inhibitors of human CBF-beta and RUNX1 interaction. 230,000 tested, under 10 active. AlphaScreen CBFb-His/RUNX1-biotin binding, biochemical. Q01196+Q13951. Potency, µM (highest dose often 59.8 µM), for the others: at the top dose activity, negative = inhibition, usual class: inhibitors. AID 1477; further: % of control where 0% means no effect
Target sequence (Q01196 whole entry, looked up): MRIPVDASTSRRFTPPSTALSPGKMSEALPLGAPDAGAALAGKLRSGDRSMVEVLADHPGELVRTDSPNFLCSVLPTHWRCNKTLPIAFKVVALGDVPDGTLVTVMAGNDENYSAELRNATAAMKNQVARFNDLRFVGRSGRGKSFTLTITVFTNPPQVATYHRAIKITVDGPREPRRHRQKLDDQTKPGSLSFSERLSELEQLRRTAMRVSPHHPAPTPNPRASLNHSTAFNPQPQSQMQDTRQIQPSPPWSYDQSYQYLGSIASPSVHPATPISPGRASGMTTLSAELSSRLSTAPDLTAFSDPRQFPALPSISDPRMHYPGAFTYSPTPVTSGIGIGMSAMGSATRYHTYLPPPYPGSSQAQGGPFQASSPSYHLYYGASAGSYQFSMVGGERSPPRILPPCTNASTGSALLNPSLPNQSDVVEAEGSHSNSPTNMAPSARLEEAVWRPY
Target sequence (Q13951 whole entry, looked up): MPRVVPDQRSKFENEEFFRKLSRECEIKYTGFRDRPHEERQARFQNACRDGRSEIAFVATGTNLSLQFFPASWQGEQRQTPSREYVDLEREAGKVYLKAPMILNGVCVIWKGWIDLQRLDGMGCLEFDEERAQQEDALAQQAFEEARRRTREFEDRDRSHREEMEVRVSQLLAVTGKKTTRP
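Read-out: AlphaScreen. Format: His-CBF-beta with biotinylated RUNX1 (30 nM each) preincubated 20 min, compound 15 min, Ni-chelate plus streptavidin beads 90 min; room temperature throughout.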
Luc counter – Kinase-Glo luciferase inhibition (counter-screen); Q27757; Kinase-Glo luciferase, ATP luminescence, 8 min; Potency, µM (top dose mostly 38.3 µM), for inactives: at the highest dose activity change, negative = inhibition, usual class: inhibitors; actives 0.28% (n = 200,000); AID 1379; further: potency means the concentration at half of the fitted maximal effect; on the % scale 0 is the no-effect control and ±100 the full control effect; nearly all actives have a fitted effect of over 60% in size
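Compound is pinned into ATP-containing buffer (10 uM ATP, imidazole pH 7.2, 7 mM MgCl2). Kinase-Glo luciferase reagent is then added. Light output is recorded following an 8-min room-temperature incubation.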
HTT ATP protect – Huntington cell model cytoprotection by ATP luminescence | PC12 HTT-Q103 induced, cytoprotection, ATP luminescence, 40 h | Potency, µM (doses to about 56.4 µM), inactives show cytoprotection (ATP increase), hits mostly activators | actives 0.14% (n = 230,000) | AID 1471;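 further: potency means the concentration at half of the fitted maximal effect; % of control where 0% means no effect; nearly all actives have a fitted effect of over 45% in size; toxic huntingtin expression switched on by the ecdysone agonist tebufenozide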
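Compounds added alongside 100 nM tebufenozide, which induces toxic Q103 huntingtin exon 1-GFP in stable PC12 cells; surviving cells quantified by luminescent ATP measurement. Medium: phenol red-free DMEM, 5% equine and 5% calf serum.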
IMPase Li inh – membrane-permeable IMPase blocker, potentiated with lithium; CHO-M1 cells, IP1 TR-FRET (IP-One), carbachol + lithium; Potency, µM (highest dose often 59.4 µM), for the others: at the top dose activity, negative = IMPase inhibition, usual class: inhibitors; actives 0.35% (n = 210,000);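 further: IP1 builds up when IMPase is blocked and the TR-FRET signal falls; potency means the concentration at half of the fitted maximal effect; plate controls were basal vehicle for no effect and high inhibitor control for full effect; nearly all actives have a fitted effect of over 50% in size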
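CHO cells stably expressing M1 receptor (2000/well) were cultured 16–30 h, then exposed to compounds with a small lithium addition for 30 min at 37C. IP1 was measured by TR-FRET competition; AC50 from Hill fits.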
* = called active by the depositor; ? = inconclusive; nt = no result given; & = joins results of further samples; [ ] = remark or other dose. Unless noted, the call rests on the fitted dose curve; in most records, active means well fitted curve in the direction sought with a large enough effect; inconclusive means small, poorly fitted or top-dose-only effect, or another doubt; inactive means no such curve, though single readings can be large; an effect the other way counts as inactive or inconclusive.

#	molecule	LMNA splice mod	SMN2 splice up	HttQ103 aggreg	CBFb-RUNX1 inh
1	O=C(O)C1C2C=CC(C2)C1C(=O)Nc1ccc2c(c1)OCCO2 (configuration not stated)	-1%	-27%	2%	-1%
2	COc1ccc(C(NC(=O)/C=C/c2ccco2)c2ccc(OC)c(OC)c2)cc1 (configuration not stated)	?	-8%	9%	-3%
3	Cc1ccc(OCC(O)CN2CCN(Cc3ccc4c(c3)OCO4)CC2)c(C)c1 (configuration not stated)	15%	-15%	-7%	1%
4	Cc1cccc(-c2noc(CN(C(=O)C34CC5CC(CC(C5)C3)C4)C(C)C)n2)c1	0%	-10%	-3%	7%
5	Cn1c(=O)c([N+](=O)[O-])c(NCc2ccccc2Cl)c2ccccc21	nt	nt	7%[9.22 µM]	-10%
6	CCC(CCC(=O)Nc1ccn(-c2ccccc2)n1)C(=O)O (configuration not stated)	-2%	15%	7%	18%
7	COCCNC(=O)C(c1cccs1)N(C(=O)Cn1nnc2ccccc21)c1ccc2c(c1)OCO2 (configuration not stated)	?	nt	20%	4%
8	O=C(CNC(=O)c1ccc(Br)o1)Nc1cccc(-c2cnc3ccccc3n2)c1	7%	-4%	24%	-1%

#	Luc counter	HTT ATP protect	IMPase Li inh
1	5%	-12%[0.074 µM]	-4%[38.3 µM]
2	-5%	26%[10 µM]	6%
3	-3%	-12%[10 µM]	-14%[38.3 µM]
4	3%	2%[0.074 µM]	28%[38.3 µM]
5	nt	13%[10 µM]	nt
6	-1%	-6%	23%[38.3 µM]
7	nt	11%	nt
8	-4%	-25%[0.074 µM]	-12%[38.3 µM]

Additional compounds
#	molecule	LMNA splice mod	SMN2 splice up	HttQ103 aggreg	CBFb-RUNX1 inh
9	O=C(c1ccc(F)cc1)N1CCC(N2CCOCC2)CC1	5%	20%	-12%	5%
10	Cc1ccc(NC(=O)COC(=O)c2cc(Cl)ccc2Cl)c(Br)c1	6%	-4%	4%	7%
11	CCOC(=O)N1CCN(C(c2ccc(Cl)cc2)c2sc3nc(C)nn3c2O)CC1 (configuration not stated)	nt	nt	10%[9.22 µM]	15%
12	COc1cc(NS(=O)(=O)c2ccc(Br)cc2)c(OC)cc1NC(=O)c1ccco1	10%	30%	4%	2%
13	O=C(NCc1ccc(Cl)c(Cl)c1)c1cccnc1	0%	17%	-23%	6%
14	O=C(Nc1cccc(F)c1)N1CC[C@@]2(CCCN(C(=O)c3ccco3)C2)C1	nt	-2%	nt	nt
15	CSc1ccc(/C=C(/NC(=O)c2ccc(C)cc2)C(=O)Nc2cccc(F)c2)cc1	-3%	-8%	4%	1%
16	Cc1ccccc1OCCOC(=O)c1nc2nccc(C)n2n1	10%[9.22 µM]	-47%	17%	-6%

#	Luc counter	HTT ATP protect	IMPase Li inh
9	-2%	-5%	-18%[38.3 µM]
10	1%	2%[10 µM]	-6%
11	nt	-4%[10 µM]	nt
12	-4%	1%[10 µM]	32%[activator][38.3 µM]
13	0%	5%	21%[38.3 µM]
14	-5%	-7%	14%
15	0%	15%[10 µM]	-12%
16	2%	?	-4%

The list continues:
#	molecule	LMNA splice mod	SMN2 splice up	HttQ103 aggreg	CBFb-RUNX1 inh
17	COC(=O)c1cc(NC(=O)CN(c2ccccc2OC)S(=O)(=O)c2ccccc2)ccc1Cl	?	nt	-28%	-1%
18	CCOC(=O)c1cnn(Cc2ccccc2Cl)c1N	-1%	-9%	5%	4%
19	COc1ccc(C(=O)N2N=C(c3cccc(OC)c3)CC2(O)C(F)(F)F)cc1 (configuration not stated)	?	1%	?	2%
20	Clc1ccc(Nc2ncnc3c2cnn3-c2ccccc2)cc1	-9%	43%	3.5µM*	11%
21	CS(=O)(=O)N(CC(=O)Nc1ccccc1C(=O)NCc1ccco1)c1ccc2c(c1)OCCO2	?	8%	-1%	-1%
22	Cc1nc2cc(NCc3cc([N+](=O)[O-])ccc3O)ccc2n1Cc1ccccc1	nt	3%	-11%	-8%
23	O=C(Nc1ccc(N2CCOCC2)c(Cl)c1)c1ccccc1Cl	29%[46 µM]	nt	7%[9.22 µM]	5%
24	Cc1nnc(SCc2ccccc2)[nH]c1=O	nt	nt	11%[9.22 µM]	1%

#	Luc counter	HTT ATP protect	IMPase Li inh
17	nt	-60%[inhibitor]	nt
18	-1%	-8%	16%[38.3 µM]
19	-1%	5%[10 µM]	14%
20	2%	-6%	20%[38.3 µM]
21	-3%	-10%	10%[38.3 µM]
22	1%	nt	12%
23	1%	19%[10 µM]	11%
24	0%	15%[10 µM]	3%

Later entries
#	molecule	LMNA splice mod	SMN2 splice up	HttQ103 aggreg	CBFb-RUNX1 inh
25	CC(=O)Nc1ccc(N2CCC(C)CC2)c([N+](=O)[O-])c1	2%[46 µM]	11%	6%	-6%
26	O=C(CC1C(=O)NCCN1Cc1ccc(F)c(F)c1)NCCn1cccn1 (configuration not stated)	?	nt	-4%[9.22 µM]	-3%
27	O=S1(=O)CCN(Cc2ccccc2Cl)CC1	9%	10%	-13%	0%
28	Cc1cc(CN(C)C(=O)CC2C(=O)NCCN2Cc2ccc(F)c(F)c2)on1 (configuration not stated)	nt	nt	-7%[9.22 µM]	1%
29	COc1cccc(OCCn2ccnc2)c1	-13%	-4%	-14%	4%
30	CCOC(=O)c1ccc(NC(=O)N2CCN(Cc3ccccc3)CC2)cc1	nt	-22%	17%[9.22 µM]	-3%
31	CCC(Sc1nccn1C)C(=O)Nc1nnc(C)s1 (configuration not stated)	-2%	7%	-4%	0%
32	Clc1ccccc1C1CC(c2ccccc2)Nc2ncnn21 (configuration not stated)	-9%	?	-11%	5%

#	Luc counter	HTT ATP protect	IMPase Li inh
25	1%	-41%	1%
26	1%	9%[10 µM]	-8%
27	2%	-7%	-4%[38.3 µM]
28	2%	-26%[10 µM]	20%
29	3%	17%[10 µM]	-2%
30	1%	-9%[10 µM]	-15%
31	-1%	-2%	-1%[38.3 µM]
32	2%	2%	16%[38.3 µM]

More structures.
#	molecule	LMNA splice mod	SMN2 splice up	HttQ103 aggreg	CBFb-RUNX1 inh
33	O=C(Oc1coc(CSc2ncccn2)cc1=O)c1ccccc1[N+](=O)[O-]	nt	5%	-2%	-15%
34	CC(=O)C1=C(O)CCC1=NCCc1ccccc1	6%	-14%	4%[9.22 µM]	-2%
35	N#Cc1cc(S(=O)(=O)c2ccc(F)cc2)c(N)[nH]c1=O	nt	11%	18%	-11%
36	O=C(Oc1ccc(=O)n(-c2ccccc2)n1)c1ccc(Cl)cc1	-4%	9%	-4%	-1%
37	CCOC(=O)C1C(c2cc(OC)c(O)c(OC)c2)NC(=S)NC1(O)C(F)(F)F (configuration not stated)	4%	9%[1.84 µM]	-5%	-4%
38	CCOC(=O)c1[nH]c2ccc(OC)cc2c1C	0%	4%	-8%	4%
39	O=c1[nH][nH]c2cc(=O)n(-c3ccc(Cl)cc3)nc12	8%[46 µM]	1%	15%	?
40	Oc1cc2c(cc1O)C(c1ccccc1)CNCC2 (configuration not stated)	-29%	9%&-9%&1%	nt	2%&1%&-5%

#	Luc counter	HTT ATP protect	IMPase Li inh
33	?	21%	-2%
34	0%	4%	-5%[38.3 µM]
35	9%	-14%	-11%
36	2%	-3%	-8%[38.3 µM]
37	0%	-16%[10 µM]	-1%
38	-3%	-51%[inhibitor]	-4%[38.3 µM]
39	-12%	-11%	16%
40	-10%&-6%	?	23%&4%&16%

Remaining list, next part:
#	molecule	LMNA splice mod	SMN2 splice up	HttQ103 aggreg	CBFb-RUNX1 inh
41	O=C(NCc1cccs1)C1CCC(CNS(=O)(=O)c2ccc(Br)s2)CC1 (configuration not stated)	2%	-11%	8%	-1%
42	CCc1cccc(CC)c1NC(=S)NCC(c1cccnc1)N(C)C (configuration not stated)	nt	nt	1%	6%
43	CCCC1COC(Cn2cncn2)(c2ccc(C)cc2)O1 (configuration not stated)	7%	0%	1%	4%
44	Cn1c(COc2ccc3ccccc3c2)nnc1SCC(=O)O	?	-21%	12%	2%
45	COc1ccc(Cn2c(=O)cc(C)[nH]c2=S)cc1	nt	nt	-11%[9.22 µM]	11%
46	Cc1c(C(=O)N2CCOCC2)[nH]c2c1C(=O)CC(c1ccccc1Cl)C2 (configuration not stated)	?	?	?	-2%
47	Cc1ccc[n+](CC(=O)/C=C2\N(C)c3ccccc3C2(C)C)c1	?	-69%[inhibitor]	?	1%
48	CN1C(=O)N(C)C2(c3ccccc3)N(C)C(=O)NC12c1ccccc1 (configuration not stated)	5%	-4%	-3%	1%
49	COc1cc(C(=O)OCC(=O)Nc2ccc3c(c2)OC(F)(F)O3)ccc1OCc1c(C)noc1C	5%	6%	0%	1%

#	Luc counter	HTT ATP protect	IMPase Li inh
41	0%	-30%	-8%[38.3 µM]
42	nt	-24%	3%
43	3%	-6%	2%[38.3 µM]
44	11%	-13%[10 µM]	0%[38.3 µM]
45	-5%	7%[10 µM]	2%
46	3%	-21%	29%[38.3 µM]
47	1%	2%[10 µM]	6%
48	0%	16%	10%[38.3 µM]
49	4%	-13%[0.074 µM]	19%
